Screens as filed in PubChem BioAssay.
EBNA-1 inh = blocks EBNA-1 binding to DNA; EBNA-1 DNA binding, fluorescence polarization; inhibition, % at 14.8 µM; 300,000 tested, 0.34% active; AID 1950; in the data active = inhibition above about 28%
GLD-1 RNA inh = GLD-1-TGE RNA interaction inhibition (C. elegans); Q17339; purified GLD-1 + fluorescein TGE RNA, fluorescence polarization; inhibition, % at 5.96 µM; 320,000 tested, 0.44% active; AID 2280;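 active = percent inhibition above a per-plate cutoff, the plate mean of test compounds plus 3 SD, cut at about 30% in these data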;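 also: 0% = DMSO wells with GLD-1 and probe and 100% = wells lacking GLD-1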
Target sequence (Q17339 whole entry, looked up): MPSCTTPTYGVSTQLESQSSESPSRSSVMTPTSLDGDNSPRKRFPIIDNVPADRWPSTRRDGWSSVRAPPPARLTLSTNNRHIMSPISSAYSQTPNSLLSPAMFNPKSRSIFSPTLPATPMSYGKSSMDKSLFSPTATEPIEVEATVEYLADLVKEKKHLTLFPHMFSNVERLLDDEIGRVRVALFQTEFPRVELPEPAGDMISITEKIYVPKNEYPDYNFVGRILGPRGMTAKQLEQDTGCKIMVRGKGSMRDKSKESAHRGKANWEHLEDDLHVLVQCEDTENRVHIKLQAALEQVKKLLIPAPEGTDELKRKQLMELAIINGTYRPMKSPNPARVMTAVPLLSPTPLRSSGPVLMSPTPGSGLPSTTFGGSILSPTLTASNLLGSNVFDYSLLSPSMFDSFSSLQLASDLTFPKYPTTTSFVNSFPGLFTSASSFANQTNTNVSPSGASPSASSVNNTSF
Fam108B inh = counter-screen for RBBP9 inhibitors: inhibitors of mouse Fam108B; AID 1947; inhibition, % at 9.51 µM; 300,000 tested, 0.33% active; recombinant Fam108B, FP-Rh probe fluorescence polarization;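 active = inhibition above the screen mean inhibition plus 3 SD, computed separately per campaign, cut at about 18% in these data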;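 also: inhibitors lower polarization as less probe binds the enzyme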
Bcl-xL primary = Bcl-xL (human) inhibition. Q07817. GST-Bcl-xL / FITC-Bim BH3 peptide fluorescence polarization. inhibition, % at 10.9 µM. 320,000 tested, 0.7% active. AID 2129;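 active = inhibition above the mean of all tested compounds plus 3 SD, cutoff set per campaign, cut at about 30% in these data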;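 also: 0% = DMSO wells and 100% = unlabeled Bim-BH3 peptide competitor; inhibitors lower millipolarization by displacing the labeled peptide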
Target sequence (Q07817 whole entry, looked up): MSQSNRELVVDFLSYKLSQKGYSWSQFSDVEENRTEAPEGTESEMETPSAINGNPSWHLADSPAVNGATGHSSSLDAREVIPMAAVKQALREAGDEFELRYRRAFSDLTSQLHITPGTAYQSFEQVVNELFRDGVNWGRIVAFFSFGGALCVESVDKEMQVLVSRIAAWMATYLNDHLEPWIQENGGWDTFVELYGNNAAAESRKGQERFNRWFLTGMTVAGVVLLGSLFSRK
ZTA counter = blocks Epstein-Barr virus ZTA, an EBNA-1 counter-screen; P03206; ZTA-DNA binding, fluorescence polarization; inhibition, % at 11 µM; 320,000 tested, 0.15% active; in the data active = inhibition above about 33%
Target sequence (P03206 whole entry, looked up): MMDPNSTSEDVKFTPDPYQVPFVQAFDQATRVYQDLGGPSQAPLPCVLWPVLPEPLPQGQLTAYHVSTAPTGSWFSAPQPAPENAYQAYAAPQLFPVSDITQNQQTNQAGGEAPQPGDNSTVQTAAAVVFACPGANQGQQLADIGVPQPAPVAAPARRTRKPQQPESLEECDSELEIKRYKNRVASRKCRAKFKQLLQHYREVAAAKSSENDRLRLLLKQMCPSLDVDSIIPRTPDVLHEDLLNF
MEX-5 binding = C. elegans MEX-5 TCR-2 RNA binding activity; Q9XUB2; activity score (negative = inhibition of binding), % at 10 µM; 300,000 tested, 0.38% active; MEX-5/FITC-TCR2 RNA binding, fluorescence polarization; hits give low values;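 active = inhibition past about -25% in most replicates, and total fluorescence under double the plate's negative control median, limit read from the data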;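 also: 0% = DMSO and -100% = 5 µM competing unlabeled TCR2 RNA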
Efflux pump inh = inhibitors of Candida antifungal efflux pumps expressed in yeast; S. cerevisiae Candida pump triplex, Nile Red efflux; inhibition, % at 10 µM; 330,000 tested, 0.44% active; AID 485275;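 active = plate passing quality check with inhibition over a set limit, or well fluorescence over plate mean plus 4 SD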;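 also: Nile Red retained in pooled yeast measured as flow cytometry median fluorescence; 0% = buffer negative control and 100% = Enniatin B positive control; higher means more Nile Red kept so more efflux inhibition; some compounds called inactive have numbers as strong as hits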
MCL1 BIM primary = disrupts human MCL1 binding to BIM-BH3 peptide | Q07820 | GST-MCL1 / FITC-Bim-BH3 fluorescence polarization | inhibition, % at 10.9 µM | 320,000 tested, 0.68% active;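 active = inhibition above the mean inhibition of all tested compounds plus 3 SD, set per campaign, cut at about 40% in these data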;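 also: 0% = DMSO wells and 100% = unlabeled Bim-BH3 peptide control; higher means more loss of mP so more displacement of Bim peptide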
CR mimetic SO = caloric restriction mimetics inhibiting age-related superoxide in yeast; S. cerevisiae aged cells, superoxide DHE fluorescence; hits give low values; superoxide response (% of plate mean), % at 10 µM; 330,000 tested, 0.18% active; AID 2690;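 active = superoxide response under a set limit, about three screen SD below normal, cut at about 65% in these data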;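 also: yeast aged for seven days with compound at 30 °C before DHE staining; 100% = average MFI of all compound-treated wells on the plate with controls excluded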
* hit, by the source's call; / = not tested or not shown.

Molecule,EBNA-1 inh,GLD-1 RNA inh,Fam108B inh,Bcl-xL primary,ZTA counter,MEX-5 binding,Efflux pump inh,MCL1 BIM primary,CR mimetic SO
Cc1cccc(NC(=O)C(Cc2ccccc2)n2cccc2)c1 (stereo not drawn),0,-2,-1,-1,-5,-0.5,0.0,-2,89
CCOc1ccccc1N(CC(=O)Nc1ccccc1F)S(=O)(=O)c1ccccc1,8,3,-2,8,12,2.2,0.0,8,95
COc1ccccc1C(=O)COC(=O)c1nc2nc(C)cc(C)n2n1,-8,4,3,-3,-1,1.1,0.0,6,94
CCOC(=O)C(=O)N/N=C/c1ccco1,-5,6,1,7,-7,0.6,0.1,6,110
CC(C)(C)OC(=O)NCc1n[nH]c(=S)n1C1CC1,-8,0,-1,-4,-2,2.5,0.2,4,100
Cc1ccc2cc(CN(C(=O)c3ccco3)c3ccccc3C)c(=O)[nH]c2c1,-5,0,-3,4,4,-0.6,0.3,-2,114
COc1cc2c(cc1NC(=O)COC(=O)C1CC(=O)N(Cc3ccco3)C1)oc1ccccc12 (stereo not drawn),-1,-4,0,-1,18,-1.2,0.0,-8,102
CCCC(NC(=O)Cc1c(C)c2c(cc(C)c3c(C)coc32)oc1=O)C(=O)O (stereo not drawn),0,-6,3,3,-4,-2.0,-0.1,2,88
c1ccc(COCC2CCNCC2)cc1,6,0,-4,3,6,0.2,0.1,4,107
CCOC(=O)N1CCc2c(sc(NC(=O)C3COc4ccccc4O3)c2C(N)=O)C1 (stereo not drawn),29*,5,-3,5,13,-9.6,-0.3,-3,94
CCOc1ccc(-c2nn[nH]n2)cc1OCC,-13,-5,2,8,-5,-2.6,0.0,5,93
CCCCCCc1nc(C(N)=O)c2[nH]c(=O)n(-c3ccc(OC)cc3OC)c2n1,8,7,-2,6,4,2.2,0.5,-3,121
CC(=O)C1C(=O)c2c(cccc2[N+](=O)[O-])C1=Nc1cccc(Cl)c1 (stereo not drawn),4,1,5,11,6,0.4,0.0,17,116
O=C(CNC(=O)C1CCCCC1)Nc1ccc(F)c(Cl)c1,-9,5,0,2,-12,-0.9,0.1,-2,115
Cc1ccc(C)c(N2CC(C(=O)Nc3cc(C)on3)CC2=O)c1 (stereo not drawn),2,2,1,-14,4,1.4,-0.1,-8,100

An excerpt from above, limited to MCL1 BIM primary and MEX-5 binding.
| SMILES | MCL1 BIM primary | MEX-5 binding |
| --- | --- | --- |
| CC(=O)C1C(=O)c2c(cccc2[N+](=O)[O-])C1=Nc1cccc(Cl)c1 (stereo not drawn) | 17 | 0.4 |
| c1ccc(COCC2CCNCC2)cc1 | 4 | 0.2 |
| CCOC(=O)C(=O)N/N=C/c1ccco1 | 6 | 0.6 |
| Cc1ccc(C)c(N2CC(C(=O)Nc3cc(C)on3)CC2=O)c1 (stereo not drawn) | -8 | 1.4 |

(continued)
Molecule,EBNA-1 inh,GLD-1 RNA inh,Fam108B inh,Bcl-xL primary,ZTA counter,MEX-5 binding,Efflux pump inh,MCL1 BIM primary,CR mimetic SO
FC(F)(F)c1cc(-c2cccs2)nc2ncnn12,-6,0,-5,1,20,1.2,-0.1,1,96
COc1ccc(C2NC(=S)NC3=C2N2CCC3CC2)cc1 (stereo not drawn),-12,2,-1,4,-8,-1.9,-0.1,3,109
Cc1ccccc1NC(=O)C1CC(=O)N(c2ccc3c4c(cccc24)CC3)C1 (stereo not drawn),-8,3,3,1,5,-1.1,-0.1,2,112
CCCCn1c(N)c(N(CCOC)C(=O)CCS(=O)(=O)c2ccc(Cl)cc2)c(=O)[nH]c1=O,1,8,-1,3,5,-0.4,0.1,5,94
COC(=O)[C@@H]1C[C@@]2(O)[C@H](O)[C@H](O)[C@H](O)C[C@H]2N1Cc1cc(OC)cc(OC)c1,-5,-6,-1,3,-10,0.5,0.0,3,95
Cc1ccc(S(=O)(=O)CCC(=O)OCC(=O)NCc2ccccc2)cc1,9,-7,7,7,-3,0.5,-0.1,9,112
OCCC1CN(Cc2cnc(N3CCCC3)s2)CCN1C1CCCC1 (stereo not drawn),11,0,6,0,16,-0.6,-0.1,-6,95
c1ccc(CNc2nc3ccccc3n2CCN2CCOCC2)nc1,1,4,1,2,-4,-2.5,-0.1,7,90
COc1cccc(CN2CC(C(=O)N(C)Cc3ccnc4ccccc34)CCC2=O)c1 (stereo not drawn),3,2,5,-4,-5,0.6,-0.2,-3,102
C=C(C)COc1ccc(-c2[nH]ncc2-c2ccc(OC)c(OC)c2)c(O)c1,-4,4,5,5,8,-1.0,0.0,1,103
CC(=O)c1cccc(NC(=O)COC(=O)c2cccs2)c1,-6,6,1,-5,-4,-0.7,-0.1,-4,96
COC(=O)N/N=C/c1cccc([N+](=O)[O-])c1,-4,2,1,1,7,-0.9,0.1,0,92
N#C/C(=C\C1CC2C=CC1C2)c1nc2ccccc2[nH]1 (stereo not drawn),7,0,1,2,-12,-0.7,0.0,1,92
COc1cccc(/C(O)=C2/C(=O)C(=O)N(c3cc(C)on3)C2c2cccs2)c1 (stereo not drawn),-5,2,-1,11,0,-2.1,0.2,8,103
Cc1ccccc1-n1c(=O)c(C#N)cc2c(=O)n3ccccc3nc21,-5,12,-2,17,6,-13,-0.1,18,111

Other entries follow.
mol,EBNA-1 inh,GLD-1 RNA inh,Fam108B inh,Bcl-xL primary,ZTA counter,MEX-5 binding,Efflux pump inh,MCL1 BIM primary,CR mimetic SO
CN1C(C)(C)CCCC1(C)C,0,5,-2,3,5,/,-0.1,-6,103
CCC[C@H]1COCCS(=O)(=O)N1Cc1ccc(Br)cc1,-7,12,0,2,-7,0.4,0.1,8,106
Cc1ccc(C(=O)OCC(=O)NCc2ccc3c(c2)OCO3)s1,-2,0,-2,1,-1,-0.1,0.0,3,102
Cc1cccc(OCCCC(=O)NC(C)c2ccccc2)c1 (stereo not drawn),2,3,-2,6,-7,-1.7,0.3,-2,111
NC(=O)c1nn(-c2ccccc2)nc1N,7,2,0,4,1,-2.1,0.1,-1,112
CCOC(=O)N1CCC(c2nc3ccccc3[nH]2)CC1,-1,3,-2,9,11,0.3,-0.1,5,103
O=C(NCCSCc1ccco1)Nc1cccc(Cl)c1,-5,5,0,4,5,0.7,0.1,-1,112
N/C(Cn1nnc(-c2ccccc2)n1)=N\O,2,7,-3,0,4,-1.2,0.1,4,102
Cc1[nH]c2ccccc2c1C(=O)C(=O)NC1CC1,-1,-5,2,-5,10,-2.1,0.7,-4,91
Cc1ccnc(NC(=O)C2CCN(S(=O)(=O)c3c(C)c(C)cc(C)c3C)CC2)c1,-4,4,-3,0,6,-1.1,0.9,-2,102
O=C(NCCS(=O)(=O)N1CCN(Cc2ccccc2)CC1)c1ccccc1,-9,1,-1,2,9,-1.5,-0.1,4,100
C/C(CC(=O)Nc1cccc(C(F)(F)F)c1)=N\NC(=O)c1cnccn1,3,1,-1,1,10,-0.5,-0.1,2,113
O=C(CCn1c2c(c3ccccc31)CCCC2)NNC(=O)c1ccccc1Cl,4,11,0,5,-1,2.9,0.0,-1,98
NS(=O)(=O)c1ccc(CCNC(=O)c2ccc(Cl)nc2)cc1,-2,2,-2,7,1,-1.1,0.6,-5,99
O=C(CN1CCOCC1)Nc1ccccc1NC(=O)C1CCN(c2ncccn2)CC1,1,3,-3,3,-5,-1.1,-0.3,5,93
CCC(Sc1nc2cc(OC)c(OC)cc2c(=O)n1CCc1ccc(S(N)(=O)=O)cc1)C(=O)NCCOC (stereo not drawn),3,-1,7,4,6,-2.5,0.2,6,135
CCCC(C)NC(=O)/C=C/c1cccc([N+](=O)[O-])c1 (stereo not drawn),-6,2,4,6,-5,0.2,-0.2,-6,101
CCc1cccc(NC(=O)NC(=O)Cn2nnc(C(=O)OC)c2C(=O)OC)c1,3,4,-2,2,15,0.1,1.6,-1,97
Cc1cccc(-n2cnc3sc(C)c(C)c3c2=O)c1,-6,8,3,1,-3,-3.9,0.1,3,96
O=C(Nc1nccs1)c1cc(-c2ccncc2)nc2ccccc12,-10,5,7,-6,2,0.2,0.2,-4,121
CC(C)(C)S(=O)(=O)c1ccc(S(=O)(=O)C(C)(C)C)s1,6,-9,4,2,18,1.4,0.2,-5,101
Cc1cccc(C)c1NC(=O)Nc1ccc2c(c1)OCO2,1,-5,1,3,-8,3.0,-0.1,4,99
Cc1noc(NS(=O)(=O)c2ccc(N/C=C\C(=O)c3cccc4ccccc34)cc2)c1C,1,-3,14,10,4,-14,0.1,-5,95
COC(=O)[C@H](C)NC(=O)Nc1ccccc1C(F)(F)F,-2,6,-2,-3,6,-0.6,0.4,-6,115
Cc1nc(-c2ccc(Cl)cc2)sc1C1(C)CC(c2ccncc2)=NO1 (stereo not drawn),4,10,4,5,-10,0.8,-0.1,3,97
CC1(NC(=O)c2cc(-c3cccs3)nn2-c2ccccc2)CCS(=O)(=O)C1 (stereo not drawn),6,3,1,-4,-4,-0.8,0.1,-7,94
CCCCSc1n[nH]c(N)n1,5,-1,-4,4,10,4.1,0.3,6,111
O=C(NCc1ccccc1Cl)C1CCC(=O)N(CCCN2CCCC2=O)C1 (stereo not drawn),-5,7,-1,5,10,0.9,0.4,3,105
CCN=C(NCC)SC1CC(=O)N(c2cccc(OCC)c2)C1=O (stereo not drawn),-10,0,-1,-1,0,-2.6,0.1,0,106

Ordered by the number under Bcl-xL primary (high to low): six from the list above
compound	EBNA-1 inh	GLD-1 RNA inh	Bcl-xL primary	MEX-5 binding	Efflux pump inh	MCL1 BIM primary
Cc1noc(NS(=O)(=O)c2ccc(N/C=C\C(=O)c3cccc4ccccc34)cc2)c1C	1	-3	10	-14	0.1	-5
CCOC(=O)N1CCC(c2nc3ccccc3[nH]2)CC1	-1	3	9	0.3	-0.1	5
NS(=O)(=O)c1ccc(CCNC(=O)c2ccc(Cl)nc2)cc1	-2	2	7	-1.1	0.6	-5
CCCCSc1n[nH]c(N)n1	5	-1	4	4.1	0.3	6
CN1C(C)(C)CCCC1(C)C	0	5	3	/	-0.1	-6
Cc1cccc(-n2cnc3sc(C)c(C)c3c2=O)c1	-6	8	1	-3.9	0.1	3

A stretch from the list above:
mol,EBNA-1 inh,GLD-1 RNA inh,Fam108B inh,Bcl-xL primary,ZTA counter,MEX-5 binding,Efflux pump inh,MCL1 BIM primary,CR mimetic SO
CN1C(C)(C)CCCC1(C)C,0,5,-2,3,5,/,-0.1,-6,103
CCC[C@H]1COCCS(=O)(=O)N1Cc1ccc(Br)cc1,-7,12,0,2,-7,0.4,0.1,8,106

EBNA-1 inh: what is marked active above
SMILES,EBNA-1 inh,GLD-1 RNA inh,Bcl-xL primary,MEX-5 binding,Efflux pump inh,MCL1 BIM primary
CCOC(=O)N1CCc2c(sc(NC(=O)C3COc4ccccc4O3)c2C(N)=O)C1 (stereo not drawn),29*,5,5,-9.6,-0.3,-3
